Screening data from PubChem BioAssay.
Kir21 inh = inhibitors of mouse Kir2.1 inward-rectifier potassium channel; 0.85% of 310,000 active; B-score at 10 µM; Inward rectifier potassium channel 2 (Mus musculus), P35561; AID 1672, 2009; HEK293-Kir2.1, FluxOR thallium flux fluorescence; hits give low values;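 active = fluorescence ratio B-score at or below minus 3 SD of library scores, with starting-brightness B-score within 2 SD, cut at about -4.2 in these data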;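 also: channel flux triggered by added potassium and thallium sulfate stimulus; B-score of peak minus minimum fluorescence over baseline after thallium stimulus; more negative B-score means stronger Kir2.1 block with less thallium influx; some compounds called inactive have numbers as strong as hits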
Target sequence (P35561 whole entry, looked up): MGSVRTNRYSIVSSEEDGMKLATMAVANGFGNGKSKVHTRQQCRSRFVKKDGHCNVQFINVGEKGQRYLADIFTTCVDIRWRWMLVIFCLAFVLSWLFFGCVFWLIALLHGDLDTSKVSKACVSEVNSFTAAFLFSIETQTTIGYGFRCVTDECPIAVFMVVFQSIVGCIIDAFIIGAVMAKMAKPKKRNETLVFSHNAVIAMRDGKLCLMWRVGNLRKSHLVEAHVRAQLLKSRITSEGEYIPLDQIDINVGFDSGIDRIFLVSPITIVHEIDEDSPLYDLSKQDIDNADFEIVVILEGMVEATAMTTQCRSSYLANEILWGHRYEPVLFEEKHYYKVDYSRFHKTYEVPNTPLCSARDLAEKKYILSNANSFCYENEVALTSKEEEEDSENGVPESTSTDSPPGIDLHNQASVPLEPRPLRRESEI
CHT inh = inhibitors of human choline transporter CHT. CHT-expressing cells, membrane potential dye, choline response; hits give low values. 0.86% of 310,000 active. B-score at 10 µM;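 active = B-score over 3 SD under the library average, and starting fluorescence ratio not unusually high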;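 also: choline stimulus applied at its EC90 after an EC20 pre-addition; B-score computed on integrated fluorescence ratio after choline addition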
Target sequence (Q9GZV3 whole entry, looked up): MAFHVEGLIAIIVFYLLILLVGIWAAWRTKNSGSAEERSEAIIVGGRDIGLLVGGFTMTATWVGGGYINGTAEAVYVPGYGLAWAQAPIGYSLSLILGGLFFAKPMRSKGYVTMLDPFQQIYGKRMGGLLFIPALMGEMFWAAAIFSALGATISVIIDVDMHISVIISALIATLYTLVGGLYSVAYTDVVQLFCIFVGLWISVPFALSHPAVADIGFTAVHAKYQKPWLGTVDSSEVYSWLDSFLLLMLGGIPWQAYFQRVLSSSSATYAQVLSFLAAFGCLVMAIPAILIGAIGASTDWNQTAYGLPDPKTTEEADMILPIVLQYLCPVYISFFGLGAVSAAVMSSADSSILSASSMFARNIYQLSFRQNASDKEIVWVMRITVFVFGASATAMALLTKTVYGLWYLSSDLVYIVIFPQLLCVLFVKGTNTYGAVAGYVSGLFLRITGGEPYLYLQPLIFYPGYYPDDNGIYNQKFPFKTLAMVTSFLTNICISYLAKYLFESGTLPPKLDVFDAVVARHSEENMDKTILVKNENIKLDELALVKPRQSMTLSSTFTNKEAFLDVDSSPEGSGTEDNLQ
* hit, by the source's call; i = inactive; . = not tested or not shown.

SMILES	Kir21 inh	CHT inh
COc1ccccc1C(=O)NC(=S)Nc1ccc(NC(=O)c2ccco2)cc1	0.46	i
COc1ccccc1C1C(C(=O)c2cc3ccccc3o2)=C(O)C(=O)N1CCN1CCOCC1 (stereo not given)	2	i
Cc1nn(-c2ccccc2)c(N2CCCC2)c1/C=N/NC(=O)c1cc(-c2cccnc2)nc2ccccc12	0.69	i
Cc1c(C(C)(C)O)[nH]c2ccc(C(F)(F)F)cc12	1.4	i
CN(Cc1ccccc1)c1nc(N)nc(Cl)c1C=O	-0.62	-5.52*
CCc1ccc(NC(=O)C(C)OC(=O)c2ccc(N3CCCC3)c([N+](=O)[O-])c2)cc1 (stereo not given)	-0.01	i
CCCOc1ccc(/C=N/O)cc1	0.25	i
Cc1ccc2c(CN(C)Cc3ccc(Cl)cc3)cc(=O)oc2c1	0.8	i
O=c1[nH]nc(Cc2ccccn2)c2ccccc12	-0.27	i
COc1ccc(CCC(=O)N(C)CC(=O)Nc2ccc(N3CCOCC3)cc2)cc1	0.2	i
COc1ccc(C(=O)COC(=O)C(CCSC)NS(=O)(=O)c2ccc(Cl)cc2)cc1 (stereo not given)	-0.67	i
CCOC(=O)C1CCCN(C(=O)c2cccc3ccccc23)C1 (stereo not given)	-0.06	i
Cc1cc(C)n(-c2nc3ccccc3nc2N2CCN(C(=O)c3ccc(Cl)cc3)CC2)n1	1.43	i
O=C(/C=C/c1cccc(Br)c1)NCC1CCCCC1	-1.56	i
CCCN1CCN(CCCNC(=O)c2ccccc2NC(=O)C2=C(C)OCCS2)CC1	-0.85	i
COC(=O)CCCC[C@H]1SC[C@H]2NC(=O)N[C@]21O	-0.06	i
O=C(CN(C(=O)c1csnn1)c1cccc2ccccc12)NC1CCCC1	1.7	i
Cc1sc2nc(C3CCCCC3)nc(SCC(=O)N3CC(=O)Nc4ccccc43)c2c1C	0.69	i
O=c1c(Cc2c(F)cccc2Cl)c(O)ccn1CCCn1ccnc1	0	i
Cc1ccc(C)c(NC(=S)N2CCN(S(=O)(=O)c3ccccc3)CC2)c1	-0.75	i
COc1ccc2oc(-c3ccco3)cc(=O)c2c1	0.36	i
Cn1cc(C(=O)NC2CCCCCC2)c(=O)c2cc(S(=O)(=O)N3CCCC3)ccc21	1.12	i
CCNC(=O)Cc1c(OC)ccc2cc(Br)ccc12	-0.63	i
COc1cccc(CN(Cc2cccnc2)S(=O)(=O)c2ccc(-n3cnnn3)c(C)c2)c1OC	-0.09	i
Cc1ccc(C(=O)C[n+]2ccc(Cc3ccccc3)cc2)cc1	-0.38	i
CCc1c(C)nc(N2CCOCC2)[nH]c1=O	1.47	i
CCOc1cccc(CN2CCCC(CCC(=O)NCc3ccccc3F)C2)c1O (stereo not given)	-0.1	i
CC(CCCC(C)(C)O)NCc1cn[nH]c1-c1ccc2c(c1)OCO2 (stereo not given)	-0.4	i
Cc1nnsc1C(=O)NC(C)c1ccccc1 (stereo not given)	1.24	i
O=C(N/N=C/c1ccc[nH]1)c1ccc(Cl)cc1	-0.01	i
Cc1sc2ncnc(NCCCO)c2c1C	0.76	i
O=C(Cn1c(/C=C/c2ccccc2)nc2ccccc21)Nc1ccc(F)cc1	-0.03	i
CC(=O)N1CCc2c(sc(NC(=O)c3ccc([N+](=O)[O-])o3)c2C#N)C1	-0.24	.
COc1ccc(Nc2nc(N)nc(CSC(=S)N3CCCCC3C)n2)cc1 (stereo not given)	-0.91	i
CN1CCN(C(=O)C2=C[C@H](c3ccccc3)C[C@H](OCc3ccc(CO)cc3)O2)CC1	1.7	i
CCNc1cc(=O)n(C)c(=O)n1C	0.55	i

Pulled one by one from the entries so far, 2 records:
SMILES	Kir21 inh	CHT inh
O=C(Cn1c(/C=C/c2ccccc2)nc2ccccc21)Nc1ccc(F)cc1	-0.03	i
CN1CCN(C(=O)C2=C[C@H](c3ccccc3)C[C@H](OCc3ccc(CO)cc3)O2)CC1	1.7	i

4 structures from above, sorted by count of non-hydrogen atoms, ascending.
SMILES	Kir21 inh	CHT inh
CCNc1cc(=O)n(C)c(=O)n1C	0.55	i
Cc1sc2ncnc(NCCCO)c2c1C	0.76	i
COc1ccc(Nc2nc(N)nc(CSC(=S)N3CCCCC3C)n2)cc1 (stereo not given)	-0.91	i
CN1CCN(C(=O)C2=C[C@H](c3ccccc3)C[C@H](OCc3ccc(CO)cc3)O2)CC1	1.7	i

Continuation:
SMILES	Kir21 inh	CHT inh
O=S(=O)(Cc1cccc(C(F)(F)F)c1)c1ncn[nH]1	1.66	i
Cc1cc(C)cc(-n2ccn(CC(=O)NCCc3ccccc3)c(=O)c2=O)c1	-0.7	i
COCCNC(=O)COc1cc(=O)n(C)c2ccccc12	1.12	i
COCCCNC(=O)c1ccc2c(=O)n(Cc3ccc(Cl)cc3)c(=S)[nH]c2c1	0.43	i
O=C(CCN1C(=O)c2ccccc2S1(=O)=O)Nc1ccc(F)c(F)c1F	1.21	i
C/C(=N\NC(=O)c1cccc(S(=O)(=O)N2CCOCC2)c1)c1ccc(C#N)cc1	2.14	i
CC(C)N(C(=O)C[n+]1ccc(/C=N/O)cc1)C(C)C	-0.83	i
Cc1cc(-c2ccco2)n(CC(=O)NCCN(C)C)n1	-0.34	i
COc1cc(CN2CCSCC2)c([N+](=O)[O-])cc1OC	-0.24	i
CCOC(=O)Cn1c(=NC(=O)CSC(C)=O)sc2cc(OC)ccc21	0.52	i
COc1ccccc1NC(=O)NC1(C(=O)N2CCOCC2)CCCCC1	2.75	i
CCOC(=O)c1c(NC(=O)Cc2cccs2)sc(C)c1C	-0.55	i

Entries of single compounds from above. Order of screens: Kir21 inh, CHT inh
Shown for COCCNC(=O)COc1cc(=O)n(C)c2ccccc12 = 1.12, i
Shown for COc1ccccc1NC(=O)NC1(C(=O)N2CCOCC2)CCCCC1 = 2.75, i
Shown for C/C(=N\NC(=O)c1cccc(S(=O)(=O)N2CCOCC2)c1)c1ccc(C#N)cc1 = 2.14, i
Shown for CCOC(=O)c1c(NC(=O)Cc2cccs2)sc(C)c1C = -0.55, i
Shown for O=S(=O)(Cc1cccc(C(F)(F)F)c1)c1ncn[nH]1 = 1.66, i

Following part:
SMILES	Kir21 inh	CHT inh
CN(C)c1ccc(NC(=O)C(=O)NCCOc2ccccc2)cc1	-0.78	i
CC(C)N1CCc2c(sc(NC(=O)C3CCCCC3)c2C(N)=O)C1	0.14	i
CCCNC(=O)COC(=O)c1cc(SC)ccc1Cl	0.14	i
Cc1c(NC(=O)N2CCCCCC2)c(=O)n(-c2ccccc2)n1C	0.56	i
CC(=O)COc1ncn(-c2ccccc2)n1	-1.94	i
O=C1NC(C(F)(F)F)(C(F)(F)F)N=C2SC=CN12	-1.64	i
Cc1ccc(N2CC(C)Cn3c2nc2c3c(=O)n(CC(=O)OCc3ccccc3)c(=O)n2C)cc1C (stereo not given)	0.78	i
COc1ccc(NC(=O)CCCc2ccc(OC)c(C)c2)cc1	2.84	i
CC(C)COc1ccc(/C=C2/Sc3ccccc3C2=O)cc1	0.5	i
CC(=O)N1CCOc2ccc(S(=O)(=O)N3CCC(C(=O)NCc4ccc(C)cc4)CC3)cc21	-0.54	i
O=C(CCc1nc2cccnc2n1Cc1ccccc1)NCCc1ccc(Cl)cc1	-1.34	i
Cc1nn(-c2ccccc2)c(Cl)c1CN(C(=O)CCl)c1ccc(Cl)cc1	-3.57	i
N#C/C(=C\c1ccc[nH]1)C(=O)Nc1ccccc1F	0.43	i
O=C(O)C1CCCCC1C(=O)Nc1ccccc1Cl (stereo not given)	-0.66	i
CCN(c1ccc(OC)cc1)S(=O)(=O)c1nnc(NC(=O)C2CCCCC2)s1	0.36	i
COc1ccc(CN(C)C(=O)c2ccc(NS(=O)(=O)c3ccc(F)cc3)cc2)c(OC)c1OC	-1.13	i
COc1ccc(N2CCN(C(=O)CC34CC5CC(CC(C5)C3)C4)CC2)c([N+](=O)[O-])c1	-0.06	i
Cc1ccc(OCCCC(=O)N(C)CC(=O)Nc2ccccc2Cl)cc1	1.45	i
COC(=O)c1sc2nc(CN3CCN(c4ccc(OC)cc4)CC3)[nH]c(=O)c2c1C	1.01	i
CCn1c(=O)cc(OCC(=O)NCCC(C)C)c2ccccc21	0.62	i
CN(c1ccc(O)cc1)c1nc(-c2ccccc2)cs1	.	i
Cc1nc(-c2ccccc2)c(-c2ccccc2)[nH]1	0.27	i
CCOC(=O)NC(=O)CSc1ccccn1	-0.09	i
COc1ccccc1C(=O)N(CCN(C)C)c1nc2cc(C)cc(C)c2s1	-1.13	i

2 entries from above, as a markdown table.
| SMILES | Kir21 inh | CHT inh |
| --- | --- | --- |
| CN(c1ccc(O)cc1)c1nc(-c2ccccc2)cs1 | . | i |
| Cc1nc(-c2ccccc2)c(-c2ccccc2)[nH]1 | 0.27 | i |

Further compounds
SMILES	Kir21 inh	CHT inh
Nc1nonc1-c1noc(CCCN2C(=O)c3ccccc3C2=O)n1	0.83	i
Cc1c(NC(=O)COC(=O)CSc2ccc(C(N)=O)cc2[N+](=O)[O-])c(=O)n(-c2ccccc2)n1C	-0.01	i
C[C@@H](CC#N)CN1CC[C@H](C(C)(C)C)CCC1=O	-1.22	i
c1ccc(-c2nnn(C34CC5CC(CC(C5)C3)C4)n2)cc1	-0.02	i
COC(=O)c1cc(=O)n2c(-c3ccccc3)csc2n1	-0.56	i
NS(=O)(=O)c1cc2c(cc1Cl)NC(Cc1ccccc1)NS2(=O)=O (stereo not given)	-3.28	i
COc1ccc(/C=C/CN2CCCC(C(=O)c3cc(F)ccc3F)C2)cc1 (stereo not given)	-4.21*	i
COc1cc(C2CC(=O)Oc3c(C(CCN4CCN(c5ccccc5)CC4)c4ccc(N(C)C)cc4)c(OC)cc(OC)c32)cc(OC)c1OC (stereo not given)	1.32	i
Cc1coc2c1C(=O)C(=O)c1c-2ccc2c(C)cccc12	0.16	i
CCN1CCN(C(=O)c2cc3cc(F)ccc3[nH]2)CC1	1.47	i
S=c1[nH]nc(-c2cccnc2)n1Cc1ccccc1	-1.28	i
CCN(CC)C(=O)C(=O)c1cccn1-c1ccc(C#N)cc1	0.01	i
CC12COC3(C(=O)NCCc4ccccc4)CC1CCC32C (stereo not given)	1.27	i
O=C(CSc1nc2c(sc3ccccc32)c(=O)n1CCO)NCc1ccco1	0.01	i
O=C(CCN1C(=O)/C(=C/c2ccc(F)cc2)SC1=S)NNC(=O)c1ccncc1	-0.13	i
CC(=O)NS(=O)(=O)c1ccc(NC(=O)c2ccc3c(c2)C(=O)N(CCC(C)C)C3=O)cc1	0.94	i
CC1Cc2ccccc2N1C(=O)CSc1nnnn1C(C)C (stereo not given)	-0.55	i
O=C(NC1CCCCC1)C(c1cccnc1)N(C(=O)c1csnn1)c1ccccc1 (stereo not given)	0.35	i
COc1ccc(OC)c(NC(=S)N2c3ccccc3CC2C)c1 (stereo not given)	-0.96	i
C#Cc1ccc(CN2CCN(CCCc3ccccc3)C(CCO)C2)cc1 (stereo not given)	-0.01	i
O=[N+]([O-])c1cccnc1Sc1ccccc1Cl	0.64	i
O=C(NCCN1CCN(C(=O)c2cc3ccccc3oc2=O)CC1)c1cc2ccccc2oc1=O	2.57	i
O=C(CCc1nnc(-c2ccc3c(c2)OCO3)o1)NC(c1ccccn1)C(F)(F)F (stereo not given)	-0.75	i
Cc1cc(=O)oc2cc(OCC(=O)OCC(=O)Nc3c(C)n(C)n(-c4ccccc4)c3=O)ccc12	-0.94	i
O=C(CSc1nncc(=O)[nH]1)NCc1ccccc1	-1.74	i
COc1ccc(CNC(=O)[C@H](C)N2C(=O)N3CCc4c([nH]c5ccc(OC)cc45)[C@@]3(C)C2=O)cc1	-0.11	i
Clc1ccc(CN(CC2CCCO2)C(c2cccs2)c2nnnn2C2CCCC2)cc1 (stereo not given)	-1.48	i
O=C(c1ccc(N2CCCCC2)c([N+](=O)[O-])c1)N1CCOCC1	0	i
CCOC(=O)C1(CCOC)CCN(Cc2ccc3nonc3c2)CC1	-0.11	i
CCOC(=O)c1cnc2c(C)cccc2c1Nc1cccc(C(=O)O)c1	1.24	i
C[C@H](NC(=O)OCc1ccccc1)C(=O)N[C@@H](Cc1c[nH]c2ccccc12)C(=O)O	-0.57	i
Cc1ccc(C(=O)Nc2cccc3ccccc23)cc1	-0.03	i
CC(Oc1ccccc1)C(=O)Nc1ccc(NC(=O)c2ccccc2)cc1 (stereo not given)	-0.27	i
COc1ccccc1Oc1ccc(S(=O)(=O)N2CCCCC2C)cc1 (stereo not given)	0.63	i
COc1ccc2[nH]c(C)c(CCNC(=S)Nc3ccccc3OC)c2c1	3.42	i
COc1ccc2c(c1)c(C(=O)N/N=C/c1ccc(OC)c(OC)c1)c(C)n2C	-1.17	i
Cc1ccc(S(=O)(=O)c2nc(S(C)(=O)=O)sc2N2CC(C)OC(C)C2)cc1 (stereo not given)	0.49	i
O=C(CSc1nc2ccccc2[nH]1)c1ccc(Cl)s1	-1.28	i
COc1cccc(-c2nnc(NC(=O)C3CCCCC3)o2)c1	1.12	i
Cc1cnc(C(=O)OC(C)C(=O)Nc2ccccc2-c2ccccc2)cn1 (stereo not given)	-0.74	i
CC(C)COC(=O)OCN1C(=O)CN(CCN2CC(=O)N(COC(=O)OCC(C)C)C(=O)C2)CC1=O	.	i
O=C(NCCc1ccccc1)/C(=C\c1cccc([N+](=O)[O-])c1)NC(=O)c1ccco1	0.71	i
O=C(c1ccc2oc(Cc3ccc(Cl)cc3)nc2c1)N1CC[C@H](O)C1	1.37	i
Cc1ccc(C(=O)NC2CCN(C(=O)NCc3ccccc3)CC2)cc1	-0.03	i
COc1ccc(Cl)cc1C(=O)Nc1nc2ccccc2[nH]1	-1.08	i
Cc1cc(Nc2cccc(Cl)c2)nc(NCc2ccccc2)n1	1.68	i
COc1ccc(C(=O)NNS(=O)(=O)c2ccc(OC)cc2)cc1	0.37	i
CC(C)C1Cc2c(sc3c2c(=O)n(Cc2ccccc2)c2nncn32)CO1 (stereo not given)	1.6	i
CCCCc1c(C)c(C#N)c2nc3ccccc3n2c1NCCN(C)C	1.8	.
